High-throughput results from PubChem.
KKLEB tox = reduces viability of KKLEB cystic fibrosis airway cells | KKLEB CF airway cells viability, ATPlite luminescence, overnight; active compounds read low; cells stimulated with P. aeruginosa culture filtrate | activity change (cytotoxicity), % at 5 µM | 360,000 compounds, 0.36% hits;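 active means corrected activity change at or below -50% at 5 µM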
Peg3 prom inh = inhibitors of Peg3 promoter | HeLa PEG-Prom luciferase reporter, luminescence, overnight | inhibition, % at 20 µM | 360,000 compounds, 1.7% hits | AID 588405;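 active means inhibition of at least 50% at 20 µM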
NR2E3 ag-1 = agonists of human NR2E3 nuclear receptor. 360,000 compounds, 0.35% hits. CHO-S Gal4-NCOR/VP16-NR2E3 two-hybrid, luciferase. Q9Y5X4. AID 602229. inhibition of corepressor binding, % at 3.98 µM;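 active means inhibition above the mean of all tested compounds plus 3 SD, cut at about 70% in these data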;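 further: 0% = DMSO with NR2E3 transfected cells and 100% = cells lacking NR2E3 construct; higher means lower luciferase signal from less NR2E3 corepressor binding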
Target sequence (Q9Y5X4 whole entry, looked up, the tested form may be a part): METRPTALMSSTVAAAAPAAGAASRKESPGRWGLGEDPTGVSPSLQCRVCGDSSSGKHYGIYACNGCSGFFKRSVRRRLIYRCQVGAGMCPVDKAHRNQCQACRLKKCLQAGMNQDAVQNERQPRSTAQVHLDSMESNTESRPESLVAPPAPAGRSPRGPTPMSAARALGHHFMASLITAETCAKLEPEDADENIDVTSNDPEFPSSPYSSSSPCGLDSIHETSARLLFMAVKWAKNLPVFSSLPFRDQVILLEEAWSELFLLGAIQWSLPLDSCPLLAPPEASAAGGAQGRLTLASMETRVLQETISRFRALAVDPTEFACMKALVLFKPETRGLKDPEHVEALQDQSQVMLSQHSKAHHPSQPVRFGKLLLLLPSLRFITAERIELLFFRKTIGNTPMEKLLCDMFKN
MITF TRPM1 inh = reduces MITF-dependent TRPM1 promoter luciferase signal | inhibition, % at 12.5 µM | SK-MEL-5 TRPM1 promoter luciferase, 24 h | 330,000 compounds, 0.83% hits;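 active means mean inhibition across replicates of 60% or more, whatever share of single replicates reaches that level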; further: values of inactives mirror those of a sister screen read the other way
TWEAK-Fn14 inh = inhibitors of TWEAK-Fn14 interaction signaling; TWEAK-stimulated Fn14 reporter cells, luciferase luminescence, 8 h; 360,000 compounds, 2% hits; inhibition, % at 10 µM; AID 1159606; in the data active means inhibition above about 50%
HIF-2a inh = blocks HIF-2a reporter activity | 786-0 RCC cells HIF-2a reporter, luciferase luminescence, overnight | inhibition, % at 18.8 µM | 360,000 compounds, 0.72% hits | AID 624352;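 active means inhibition of the luminescence signal of 40% or more relative to plate controls, in a single-dose primary screen at 18.75 µM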
Shn3 3UTR inh = inhibitors of Schnurri-3 3'UTR reporter in osteoblasts; Clone20 osteoblast Shn3 3'UTR firefly luciferase, 24 h; AID 588674; inhibition, % at 12.5 µM; 360,000 compounds, 0.52% hits;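 active means mean inhibition of at least 75% with every replicate also reaching 75%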;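 further: 0% = median of neutral control wells and 100% = pilot-screen positive control compound; some compounds past the cut are filed as inactive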
aDG glyco up = alpha-DG glycosylation activation | Pro5-aDG cells, alpha-DG glycosylation AlphaScreen (IIH6); 0% Pro5, 100% B10-LARGE cell signal | activation, % at 10 µM | 360,000 compounds, 0.22% hits | AID 624168;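 active means activation of at least 8% versus controls, or a plate z-score of at least 8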;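 further: Pro5 are CHO cells carrying HIG-tagged alpha-DG that lacks glycosylation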
iPSC survival up = enhancers of human iPSC single-cell survival. hiPSC single-cell survival, ATPlite luminescence; 100% = ROCK inhibitor wells, 0% = DMSO. survival enhancement, % at 20 µM. 360,000 compounds, 0.044% hits; in the data active means survival enhancement above about 18%;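 further: cells exposed to compounds for 16 hours before the ATP read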
CF NFkB inh = cystic fibrosis NF-kB activation inhibition | KKLEB NF-kB-GFP reporter, PAF-induced, GFP fluorescence overnight | inhibition, % at 5 µM | 360,000 compounds, 0.86% hits;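 active means at least 50% inhibition at 5 µM, scaled per plate between neutral and stimulator controls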;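 further: PAF is a Pseudomonas aeruginosa culture filtrate used as stimulus; plate controls were PAF-stimulated DMSO wells for no effect and unstimulated DMSO wells for full effect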
NR2E3 ag-2 = agonists of human nuclear receptor NR2E3; AID 2300; GST-NR2E3/biotin-RetCOR TR-FRET, 1536-well; inhibition of corepressor binding, % at 4.78 µM; Q9Y5X4; 320,000 compounds, 0.12% hits;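 active means percent inhibition above the cutoff of mean plus 3 SD of all tested compounds, set per screening campaign, cut at about 20% in these data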;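 further: 0% = DMSO wells and 100% = biotin wells as full block of FRET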
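Material: NR2E3–RetCOR corepressor complex / Incubation: Compound–protein incubation for 5 h at 4 °C / Dosing: compound at 4.8 µM, single dose / Detection: time-resolved FRET / Benchmarks: high control biotin, low control 0.6% DMSO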
* marks the source's active call; other numbers are inactive results.

`COc1ccc(OC)c(NC(=O)CCc2nnc3ccc(NCc4ccco4)nn23)c1` gave KKLEB tox 2, Peg3 prom inh 10, NR2E3 ag-1 -5, MITF TRPM1 inh 7, TWEAK-Fn14 inh 41, HIF-2a inh 14, Shn3 3UTR inh -2, aDG glyco up 0.3, iPSC survival up 1.0, CF NFkB inh 12 and NR2E3 ag-2 -1.
O=C(OCC(=O)N1CCCCCC1)c1cccnc1Cl was read as KKLEB tox 1, Peg3 prom inh -115, NR2E3 ag-1 -34, MITF TRPM1 inh -31, TWEAK-Fn14 inh -25, HIF-2a inh -79, Shn3 3UTR inh -16, aDG glyco up -0.1, iPSC survival up -0.2 and CF NFkB inh 3.
Screening CCOc1cc(C(C#N)N2CCCCC2)ccc1OC (centres undefined) returned KKLEB tox 1, Peg3 prom inh 21, NR2E3 ag-1 1, MITF TRPM1 inh 4, TWEAK-Fn14 inh -7, HIF-2a inh 5, Shn3 3UTR inh 11, aDG glyco up 0.0, iPSC survival up 4.2, CF NFkB inh -6 and NR2E3 ag-2 1.
`COC(=O)[C@]12CCCCC=C1N(CCC1=CCCCC1)C(=O)[C@H](CC(=O)NCCC(C)C)C2` gave NR2E3 ag-1 -60, TWEAK-Fn14 inh 9, HIF-2a inh 5, aDG glyco up 0.0 and iPSC survival up 1.6.
Screening CCN(CC)S(=O)(=O)c1ccc(NC(=O)CCNC(=O)c2ccccc2)cc1 returned KKLEB tox -1, Peg3 prom inh 8, NR2E3 ag-1 -6, MITF TRPM1 inh -24, TWEAK-Fn14 inh 6, HIF-2a inh 16, Shn3 3UTR inh 10, aDG glyco up -0.1, iPSC survival up -0.3 and CF NFkB inh -4.
Cn1c(=O)c2c(nc(CN3CCN(C(=O)c4ccco4)CC3)n2CCCO)n(C)c1=O was read as KKLEB tox -3, Peg3 prom inh 13, NR2E3 ag-1 -21, MITF TRPM1 inh -9, TWEAK-Fn14 inh 3, HIF-2a inh 9, Shn3 3UTR inh -17, aDG glyco up 0.5, iPSC survival up 0.5, CF NFkB inh 9 and NR2E3 ag-2 -2.
Cc1ccc(C(=O)NCC(=O)N2CCCCCCC2)cc1C was read as KKLEB tox 13, Peg3 prom inh -61, NR2E3 ag-1 -39, MITF TRPM1 inh -17, TWEAK-Fn14 inh 1, HIF-2a inh -69, Shn3 3UTR inh -23, aDG glyco up 0.2, iPSC survival up -2.6, CF NFkB inh -17 and NR2E3 ag-2 2.
`NNc1nc2c(Cl)ccc(Cl)c2s1` gave KKLEB tox -7, Peg3 prom inh -1, NR2E3 ag-1 0, MITF TRPM1 inh 8, TWEAK-Fn14 inh 24, HIF-2a inh 9, Shn3 3UTR inh 7, aDG glyco up -0.7, iPSC survival up -0.8, CF NFkB inh 9 and NR2E3 ag-2 3.
Screening O=C(NCCN1CCN(Cc2ccc([N+](=O)[O-])cc2)CC1)C(=O)Nc1ccccc1 returned KKLEB tox -4, Peg3 prom inh 12, NR2E3 ag-1 15, MITF TRPM1 inh 10, TWEAK-Fn14 inh 14, HIF-2a inh 16, Shn3 3UTR inh 1, aDG glyco up 0.2, iPSC survival up -1.2, CF NFkB inh 0 and NR2E3 ag-2 4.
Screening Cc1c(C(=O)OC(C)C)[nH]c2c1C(=O)CC(C)(C)C2 returned KKLEB tox 10, Peg3 prom inh -9, NR2E3 ag-1 -11, MITF TRPM1 inh 2, TWEAK-Fn14 inh 4, HIF-2a inh -49, Shn3 3UTR inh 11, aDG glyco up -0.3, iPSC survival up 3.9, CF NFkB inh 4 and NR2E3 ag-2 -2.

Reprinted from the part before: 3 entries, then new ones.
`NNc1nc2c(Cl)ccc(Cl)c2s1` gave KKLEB tox -7, Peg3 prom inh -1, NR2E3 ag-1 0, MITF TRPM1 inh 8, TWEAK-Fn14 inh 24, HIF-2a inh 9, Shn3 3UTR inh 7, aDG glyco up -0.7, iPSC survival up -0.8, CF NFkB inh 9 and NR2E3 ag-2 3.
Screening O=C(NCCN1CCN(Cc2ccc([N+](=O)[O-])cc2)CC1)C(=O)Nc1ccccc1 returned KKLEB tox -4, Peg3 prom inh 12, NR2E3 ag-1 15, MITF TRPM1 inh 10, TWEAK-Fn14 inh 14, HIF-2a inh 16, Shn3 3UTR inh 1, aDG glyco up 0.2, iPSC survival up -1.2, CF NFkB inh 0 and NR2E3 ag-2 4.
Screening Cc1c(C(=O)OC(C)C)[nH]c2c1C(=O)CC(C)(C)C2 returned KKLEB tox 10, Peg3 prom inh -9, NR2E3 ag-1 -11, MITF TRPM1 inh 2, TWEAK-Fn14 inh 4, HIF-2a inh -49, Shn3 3UTR inh 11, aDG glyco up -0.3, iPSC survival up 3.9, CF NFkB inh 4 and NR2E3 ag-2 -2.
COc1ccc(CCNC(=O)CSc2nnc(-c3ccccc3)c3ccccc23)cc1OC was read as KKLEB tox 15, Peg3 prom inh 25, NR2E3 ag-1 19, MITF TRPM1 inh 0, TWEAK-Fn14 inh 3, HIF-2a inh 16, Shn3 3UTR inh 8, aDG glyco up 0.3, iPSC survival up 2.7, CF NFkB inh 6 and NR2E3 ag-2 0.
For C=CCSC1=N/C(=C\c2cccnc2)C(=O)N1c1ccc(OC)cc1 the results were KKLEB tox 1, Peg3 prom inh 7, NR2E3 ag-1 4, MITF TRPM1 inh 4, TWEAK-Fn14 inh 6, HIF-2a inh 24, Shn3 3UTR inh -17, aDG glyco up 0.4, iPSC survival up -0.5, CF NFkB inh 5 and NR2E3 ag-2 -1.
For CSc1nc2c(c(=O)[nH]1)CCCC2 the results were KKLEB tox -2, Peg3 prom inh 5, NR2E3 ag-1 -1, MITF TRPM1 inh -1, TWEAK-Fn14 inh 15, HIF-2a inh 8, Shn3 3UTR inh -3, aDG glyco up -0.3, iPSC survival up 4.6, CF NFkB inh 0 and NR2E3 ag-2 5.
For N#Cc1c(C(F)(F)F)cc(=O)[nH]c1SCC(=O)O the results were KKLEB tox 2, Peg3 prom inh 5, NR2E3 ag-1 -15, MITF TRPM1 inh -2, TWEAK-Fn14 inh -6, HIF-2a inh 5, Shn3 3UTR inh 3, aDG glyco up 0.2, iPSC survival up 1.9, CF NFkB inh 8 and NR2E3 ag-2 -1.
O=C(Nc1cccnc1)c1ccc([N+](=O)[O-])s1 was read as KKLEB tox 4, Peg3 prom inh -2, NR2E3 ag-1 2, MITF TRPM1 inh 75*, TWEAK-Fn14 inh 2, HIF-2a inh -21, Shn3 3UTR inh 27, aDG glyco up 9.7*, iPSC survival up -2.8, CF NFkB inh 25 and NR2E3 ag-2 6.
`CCn1ccc(C(=O)NC2C(=O)N3C(C(=O)O)=C(C)CSC23)n1` (centres undefined) gave KKLEB tox -3, Peg3 prom inh 8, NR2E3 ag-1 -13, MITF TRPM1 inh 12, TWEAK-Fn14 inh 7, HIF-2a inh 11, Shn3 3UTR inh 10, aDG glyco up 0.1, iPSC survival up 2.4, CF NFkB inh 2 and NR2E3 ag-2 -1.
For Nc1ccc2nc(-c3ccccc3)cnc2c1 the results were KKLEB tox -4, Peg3 prom inh -222, NR2E3 ag-1 -97, MITF TRPM1 inh -45, TWEAK-Fn14 inh 19, HIF-2a inh -250, Shn3 3UTR inh -89, aDG glyco up 0.1, iPSC survival up -0.9, CF NFkB inh -16 and NR2E3 ag-2 -3.
COc1cc([N+](=O)[O-])ccc1NC(=S)NNC(=O)c1ccc2c(c1)OCO2 was read as KKLEB tox -20, Peg3 prom inh 4, NR2E3 ag-1 5, MITF TRPM1 inh 11, TWEAK-Fn14 inh -26, HIF-2a inh -25, Shn3 3UTR inh -5, aDG glyco up 0.1, iPSC survival up -0.1, CF NFkB inh 26 and NR2E3 ag-2 1.
For O=C(CSc1nnc(NC(=O)c2c(F)cccc2F)s1)NCc1ccccc1 the results were KKLEB tox -9, Peg3 prom inh -9, NR2E3 ag-1 -10, MITF TRPM1 inh -5, TWEAK-Fn14 inh 33, HIF-2a inh -2, Shn3 3UTR inh -4, aDG glyco up 0.2, iPSC survival up 0.4, CF NFkB inh 3 and NR2E3 ag-2 5.
Screening CCOc1cc(/C=N/NC(=O)c2cc(C3CC3)[nH]n2)ccc1O returned KKLEB tox -6, Peg3 prom inh 11, NR2E3 ag-1 -17, MITF TRPM1 inh -4, TWEAK-Fn14 inh -37, HIF-2a inh 17, Shn3 3UTR inh 9, aDG glyco up -0.3, iPSC survival up -1.1, CF NFkB inh 20 and NR2E3 ag-2 -3.
COC(=O)C(NC(C)=O)(Nc1nc(C)cs1)C(F)(F)F (centres undefined) was read as KKLEB tox -1, Peg3 prom inh 6, NR2E3 ag-1 -5, MITF TRPM1 inh -9, TWEAK-Fn14 inh -12, HIF-2a inh 4, Shn3 3UTR inh 2, aDG glyco up 0.2, iPSC survival up -2.3, CF NFkB inh 18 and NR2E3 ag-2 1.
COc1ccccc1/C=C/C(=O)Nc1ccc(S(=O)(=O)Nc2cc(C)nc(C)n2)cc1 was read as KKLEB tox 9, Peg3 prom inh 3, NR2E3 ag-1 11, MITF TRPM1 inh 2, TWEAK-Fn14 inh 21, HIF-2a inh 10, Shn3 3UTR inh -22, aDG glyco up -0.3, iPSC survival up 0.8, CF NFkB inh -8 and NR2E3 ag-2 6.
Screening C#CCN(C[C@@H]1[C@@H](OC(=O)NCc2ccc(OC)c(OC)c2)[C@@H](OC(=O)NCc2ccc(OC)c(OC)c2)CN(C(=O)OC(C)C)N1C(=O)OC(C)C)S(=O)(=O)c1ccc(C)cc1 returned KKLEB tox -2, Peg3 prom inh -16, NR2E3 ag-1 -27, TWEAK-Fn14 inh 4, HIF-2a inh -19, Shn3 3UTR inh 74, aDG glyco up 0.6, iPSC survival up -2.1 and CF NFkB inh -5.
`CC(NC(=O)CCc1nnc(Cc2cccc(C(F)(F)F)c2)o1)C1CC1` (centres undefined) gave KKLEB tox -8, Peg3 prom inh -186, NR2E3 ag-1 -67, MITF TRPM1 inh -48, TWEAK-Fn14 inh -7, HIF-2a inh -207, Shn3 3UTR inh -118, aDG glyco up 0.1, iPSC survival up 1.8, CF NFkB inh 3 and NR2E3 ag-2 2.
For Cc1ccccc1OCC(O)CN1CCN(CC(O)COc2ccccc2C)CC1 (centres undefined) the results were KKLEB tox -6, Peg3 prom inh 22, NR2E3 ag-1 -6, MITF TRPM1 inh -4, TWEAK-Fn14 inh -9, HIF-2a inh 14, Shn3 3UTR inh 1, aDG glyco up 0.6, iPSC survival up -1.6, CF NFkB inh 20 and NR2E3 ag-2 4.
Screening CC(=O)Oc1ccc(/C=C2/Oc3ccccc3C2=O)cc1 returned KKLEB tox 2, Peg3 prom inh -90, NR2E3 ag-1 -32, MITF TRPM1 inh -74, TWEAK-Fn14 inh -12, HIF-2a inh -8, Shn3 3UTR inh -49, aDG glyco up -0.1, iPSC survival up -0.6, CF NFkB inh -15 and NR2E3 ag-2 2.

Compounds were not picked by outcome (roughly 4.4% active in at least one column).
